AID2073 = disruptors of CaV2.2 binding to Mint1 – biochemical, HTRF (AID 2073); HTRF protein-protein interaction, Mint1-CaV2.2; higher % means a stronger effect; one-dose inhibition, % at 20 µM; IC50 in µM for titrated hits; hit rate 0.19% among 290,000; in the data active = inhibition mostly above about 51%, no sharp cut-off; inconclusive = no clear call, values can overlap the other calls; inactive = mostly below about 53%; note: some results filed as inactive read as strong as hits
SV40 large T antigen = SV40 large T antigen inhibitors, biochemical (AID 1903); SV40 large T antigen ATPase/helicase inhibition assay; higher % means a stronger effect; hit rate 0.39% among 310,000; one-dose inhibition, % at 20 µM; IC50 in µM for titrated hits; in the data active = a potency from the dose series; inconclusive = inhibition mostly from about 32% at the one dose, without a potency; inactive = the rest, 99 in 100 with inhibition below about 32%; note: strong numbers were not always called active
Siah-1 displacement = Siah-1 peptide-binding antagonists, primary screen, biochemical, fluorescence polarization, rhodamine-plectin, uHTS (AID 1817). hit rate 0.02% among 290,000. Siah-1 / rhodamine-plectin peptide fluorescence polarization; higher % means a stronger effect. displacement, % at 20 µM; hits with a dose series show IC50 in µM;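 active = displacement of at least 50% at 20 µM, with a fluorescence ratio check between 0.3 and a set limit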;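 note: plate controls were Siah plus tracer with DMSO for no effect and tracer alone without Siah for full effect; strong numbers were not always called active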
RSV antiviral HEp-2 = RSV antiviral activity via CPE protection, HEp-2 cells, primary 10 µM value included (AID 2391); HEp-2 cells, RSV-induced CPE inhibition; higher % means a stronger effect; CPE inhibition, % at 10 µM, or IC50 in µM where a hit was titrated; hit rate 0.13% among 310,000; in the data active = a potency from the dose series; inconclusive = CPE inhibition mostly from about 23% at the one dose, without a potency; inactive = the rest, 99 in 100 with CPE inhibition below about 21%; note: strong numbers were not always called active
UTI89 phage lysis = protection from phage-mediated lysis, alamar blue read-out – E. coli UTI89, K1F phage, bacterial capsule biogenesis inhibitors (AID 488966) | inhibition, % at 100 µM, or IC50 in µM where a hit was titrated | hit rate 0.02% among 340,000 | E. coli UTI89 K1F phage lysis, alamar blue, 2 h; higher % means a stronger effect;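 active = phage lysis inhibition, versus mean bacterial control, above a set limit; inconclusive = no clear call, values can overlap the other calls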;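 note: capsule biogenesis inhibitors block K1F phage lysis so surviving cells raise fluorescence; higher fluorescence means more inhibition of phage lysis; actives were called in the ten point dose series up to 300 µM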
NS5 inhibitors = Dengue-2 NS5 methyltransferase inhibitors, primary screen, biochemical, confirmation dose response (AID 588689). Dengue-2 NS5 methyltransferase capping enzyme assay, biochemical; higher % means a stronger effect. one-dose inhibition, % at 25 µM; IC50 in µM for titrated hits. hit rate 0.3% among 340,000; in the data active = a potency from the dose series; inconclusive = inhibition above about 29% without an active follow-up result
Rac1 GTP hydrolysis = MgcRacGAP GTPase-activating activity inhibitors, confirmation, biochemical, ADP Hunter fluorescence | MgcRacGAP-stimulated Rac1 GTP hydrolysis, ADP Hunter fluorescence; higher % means a stronger effect; GST-tagged Rac1 F28L mutant substrate | one-dose inhibition, % at 30 µM; IC50 in µM for titrated hits | hit rate 0.6% among 340,000 | AID 624330;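 active = first-screen hits whose inhibition reached a set limit at any dose in the follow-up dose series; inconclusive = inhibition above the set first-screen limit but never retested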;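 note: fluorescence reports GDP produced by GAP-driven GTP hydrolysis; strong numbers were not always called active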
NTR1 ag = NTR1-driven beta-arrestin-GFP spot formation – imaging, U2OS cells, high content, primary screen (AID 493036); activation, % at 20 µM; hit rate 0.17% among 330,000; agonist mode;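 active = activation at or above 40% of the spot to cytoplasm intensity ratio, with at least 20 cells analyzed; inconclusive = wells under 20 cells, flagged as cytotoxic or low count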;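 note: 0% = DMSO without peptide and 100% = 100 nM NTR1 peptide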
Target sequence (P30989 whole entry, looked up): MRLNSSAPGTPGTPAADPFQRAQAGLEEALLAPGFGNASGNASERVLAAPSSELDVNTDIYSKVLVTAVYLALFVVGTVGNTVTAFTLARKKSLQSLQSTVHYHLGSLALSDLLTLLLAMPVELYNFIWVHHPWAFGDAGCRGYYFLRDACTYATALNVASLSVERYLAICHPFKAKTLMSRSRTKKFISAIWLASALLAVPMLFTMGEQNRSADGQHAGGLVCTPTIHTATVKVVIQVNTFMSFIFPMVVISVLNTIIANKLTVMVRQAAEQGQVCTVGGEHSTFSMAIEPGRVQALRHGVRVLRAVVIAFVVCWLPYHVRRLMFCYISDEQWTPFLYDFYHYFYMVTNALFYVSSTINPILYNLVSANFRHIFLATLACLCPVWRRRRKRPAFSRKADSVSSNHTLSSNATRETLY
West Nile virus CPE = inhibition of WNV-induced cytopathic effect – cell-based, CPE readout (AID 1621); West Nile virus-infected cells, CPE inhibition; higher % means a stronger effect; one-dose CPE inhibition, % at 10 µM; IC50 in µM for titrated hits; hit rate 0.02% among 290,000; in the data active = a potency from the dose series; inconclusive = CPE inhibition mostly from about 3.7% at the one dose, without a potency; inactive = the rest, 99 in 100 with CPE inhibition below about 2.2%; note: strong numbers were not always called active
NTR1 ag cell count 20 µM = also measured in NTR1 ag; calls as there; cell count; measured here: cell count, cytotoxicity flag
* hit, by the source's call; ? = inconclusive; nt = not tested or not shown; & = joins results of further samples; [ ] = dose if it differs, or a comment.

No.	SMILES	AID2073	SV40 large T antigen	Siah-1 displacement	RSV antiviral HEp-2	UTI89 phage lysis
1	COc1ccc(OC)c(S(=O)(=O)Nc2cc(C(=O)O)ccc2N2CC3CC(C2)c2cccc(=O)n2C3)c1 (stereo unspecified)	0%	0%	19%	0.2%	0.0%
2	CC(C)N(Cc1cc2ccccc2[nH]c1=O)C(=O)c1ccco1	-2%	6%	18%	1.8%	-0.1%
3	O=C(c1ccco1)N1CCN(C(=O)c2cccs2)CC1	-3%	10%	-2%	0.9%	0.7%
4	O=C(Nc1ccncc1)Nc1ccncc1	-9%	10%	-4%	0.8%	0.1%
5	CC1CCN(CCOCCOc2ccc(Br)cc2Cl)CC1	-5%	1%	14%	-1.2%	0.2%
6	CN1CCN(C(=S)Nc2cc(S(=O)(=O)N3CCOCC3)ccc2Cl)CC1	-6%	-7%	2%	0.1%	0.2%
7	COc1ccc(C(=O)NCC(=O)N/N=C/C(C)=C/c2ccco2)cc1OC	-4%	15%	6%	1.6%	1.3%
8	O=C(c1cc2ccccn2n1)N1CCN(c2ccccn2)CC1	-6%	0%	0%	0.6%	-1.1%

No.	NS5 inhibitors	Rac1 GTP hydrolysis	NTR1 ag	NTR1 ag cell count 20 µM	West Nile virus CPE
1	-6%	12%	3.1	38	0.1%
2	4%	-1%	2.0	52	-0.1%
3	-10%	0%	-0.9	51	-0.2%
4	-2%	-5%	-1.1	55	0.3%
5	-8%	5%	3.7	43	-1.5%
6	9%	7%	-0.4	50	-0.2%
7	-4%	5%	-0.5	30	-0.3%
8	0%	3%	1.8	62	-0.4%

No.	SMILES	AID2073	SV40 large T antigen	Siah-1 displacement	RSV antiviral HEp-2	UTI89 phage lysis
9	Cn1c(SCc2ccc(Br)cc2)nnc1-c1ccncc1	2%	16%	2%	-0.1%	3.7%
10	COc1ccc2c(c1)C(c1ccc([N+](=O)[O-])cc1)=NNC(c1ccco1)=N2	6%	4%	0%	0.5%	0.1%
11	c1ccc2cc(CN3CCOCC3)ccc2c1	2%	1%	0%	-0.3%	5.4%
12	CCOc1cc(C(=O)N2CCOCC2)ccc1OCc1ccccc1	3%	1%	2%	1.9%	0.5%
13	O=C(Cc1nc2ccccc2[nH]1)c1ccc(Cl)cc1	10%	7%	0%	5.7%	0.4%
14	COc1ccc(-c2cnnc(N/N=C/c3ccc(O)c(O)c3)n2)cc1	-38%	?	11%	4.8%	4.9%
15	COc1ccc(OC)c(S(=O)(=O)Nc2ccccc2C(=O)N2CCCCC2)c1	nt	nt	nt	nt	1.2%[50 µM]
16	Cc1cc(C)cc(NC(=O)Nc2ccccc2N2CCCCC2)c1	15%	8%	-2%	0.2%	0.8%

No.	NS5 inhibitors	Rac1 GTP hydrolysis	NTR1 ag	NTR1 ag cell count 20 µM	West Nile virus CPE
9	-3%	4%	-1.1	42	-0.7%
10	-3%	3%	0.4	40	-0.6%
11	-1%	1%	-1.3	64	0.0%
12	-6%	4%	-0.9	41	-0.4%
13	-12%	5%	4.6	51	-1.2%
14	-12%	64µM*	1.1	55	2.0%
15	0%	5%	-0.7	52	nt
16	-6%	-1%	1.2	48	-0.6%

No.	SMILES	AID2073	SV40 large T antigen	Siah-1 displacement	RSV antiviral HEp-2	UTI89 phage lysis
17	CC1CCCN(S(=O)(=O)c2ccc3c(c2)c(=O)nc2ccc(Cl)cn23)C1 (stereo unspecified)	36%	3%	5%	2.6%	0.7%
18	O=c1c2cc(Br)ccc2nc(-c2cccc(C(F)(F)F)c2)n1O	45%	3%	-4%	-0.5%	0.9%[50 µM]
19	O=S(=O)(/N=C(/Nc1ccccc1)C(F)(F)F)c1ccccc1	2%	7%	5%	0.7%	0.4%[50 µM]
20	COc1ccccc1CN(C)C(=O)c1cccc(S(=O)(=O)N2CCN(Cc3ccccc3)CC2)c1	nt	3%	nt	1.5%	0.8%[50 µM]
21	CC(OC(=O)CCSc1ccccc1)C(=O)Nc1ccc(S(N)(=O)=O)cc1 (stereo unspecified)	nt	3%	nt	0.3%	0.2%[50 µM]
22	CCOC(=O)c1c(C)[nH]c(C)c1S(=O)(=O)N(C)CC(=O)Nc1cc(C)ccc1OC	10%	15%	3%	3.1%	0.2%
23	Cc1ccc(S(=O)(=O)N2CCCCC2C(=O)Nc2ccc(N(C)C)cc2)cc1 (stereo unspecified)	nt	nt	nt	nt	-3.9%
24	CC(C)N(C(=O)CSc1nc2ccccc2n1Cc1ccccc1)C(C)C	-3%	7%	-1%	-0.4%	1.7%

No.	NS5 inhibitors	Rac1 GTP hydrolysis	NTR1 ag	NTR1 ag cell count 20 µM	West Nile virus CPE
17	-3%	-4%	3.6	65	0.2%
18	3%	2%	1.2	53	1.8%
19	2%	6%	0.4	72	0.3%
20	1%	4%	-0.3	57	nt
21	-7%	3%	1.2	44	nt
22	3%	10%	-1.2	66	-0.3%
23	1%	30%	1.9	61	nt
24	-15%	7%	2.8	84	-0.8%

No.	SMILES	AID2073	SV40 large T antigen	Siah-1 displacement	RSV antiviral HEp-2	UTI89 phage lysis
25	CCOCCCn1c(=O)c(NC(=O)c2ccc(OCC)cc2)c2n(c1=S)CCCCC2	-2%	4%	-2%	3.3%	0.1%
26	CCN1CCCC1CNC(=O)CS(=O)(=O)Cc1nc(-c2ccccc2C)oc1C (stereo unspecified)	2%	2%&6%	-1%	-0.3%	4.8%
27	Cc1cnc(C(=O)NC2CC(C)(C)Cc3c2cnn3-c2ccccc2)cn1 (stereo unspecified)	4%	27%	4%	1.7%	0.2%
28	CCn1nc(C)c(CN2CCC(C(=O)Nc3cccc(-c4cccc(Cl)c4)c3)CC2)c1C	7%	10%	1%	2.7%	0.7%
29	COc1ccccc1NC(=O)COc1ccc(Br)cc1CO	21%	6%	1%	47%	-0.2%
30	CC(Sc1nnc(-c2ccco2)n1C)C(=O)N1C(C)CCCC1C (stereo unspecified)	-3%	25%	3%	2.2%	1.0%[50 µM]
31	O=C(Cn1c(C(F)(F)F)nc2ccccc21)OCC(=O)c1c[nH]c2ccccc12	8%	2%	-12%	2.5%	4.6%
32	O=C(CN1CCOCC1)Nc1ncc(Cc2cccc(Cl)c2Cl)s1	0%	7%	2%	15%	-0.3%

No.	NS5 inhibitors	Rac1 GTP hydrolysis	NTR1 ag	NTR1 ag cell count 20 µM	West Nile virus CPE
25	-2%	3%	-0.3	93	-0.4%
26	-1%	-3%	3.3	50	0.0%
27	-5%	8%	0.1	63	-1.0%
28	-2%	7%	5.1	61	0.5%
29	-19%	0%	-2.1	93	-0.2%
30	-8%	5%	0.1	70	-0.2%
31	-1%	7%	2.3	58	-0.1%
32	-16%	3%	-2.0	81	-1.0%

No.	SMILES	AID2073	SV40 large T antigen	Siah-1 displacement	RSV antiviral HEp-2	UTI89 phage lysis
33	O=C(O)C1=C[C@@H](c2ccc(C(F)(F)F)cc2)C[C@@H](OCCCCO)O1	nt	17%	nt	0.1%	0.6%
34	COc1cccc(NC(=S)N(CCCN2CCCC(C)C2)Cc2cccs2)c1 (stereo unspecified)	-31%	6%	-1%	-1.8%	0.5%
35	CSc1ccc(/C=N/NC(=O)CN2CCN(Cc3ccccc3)CC2)cc1	12%	4%	-2%	1.1%	-0.8%
36	CCNC(=O)N1c2ccc(OC)cc2C(C)=CC1(C)C	-16%	11%	2%	-1.2%	0.3%
37	O=C(NC1CCCC1)C(c1ccco1)N(C(=O)c1csnn1)c1ccccc1 (stereo unspecified)	11%	21%	9%	1.5%	0.1%
38	CN(C)c1ccc(C2Nc3ccccc3C(=O)N2CCCN2CCOCC2)cc1 (stereo unspecified)	-2%	11%	4%	1.0%	-1.3%
39	CC1CC1C(=O)N(C)CC(=O)Nc1ccccc1Br (stereo unspecified)	nt	nt	nt	nt	0.6%[50 µM]

No.	NS5 inhibitors	Rac1 GTP hydrolysis	NTR1 ag	NTR1 ag cell count 20 µM	West Nile virus CPE
33	-1%	13%	1.6	73	0.1%
34	-4%	0%	-0.1	56	-1.6%
35	-1%	9%	-1.3	53	0.8%
36	8%	9%	-1.2	64	0.3%
37	2%	7%	-1.2	45	-0.5%
38	-4%	-16%	-0.7	63	-0.1%
39	-5%	1%	-1.7	51	nt

Compounds above containing a CF3 group, in the order listed:
No.	SMILES	AID2073	SV40 large T antigen	Siah-1 displacement	RSV antiviral HEp-2	UTI89 phage lysis
18	O=c1c2cc(Br)ccc2nc(-c2cccc(C(F)(F)F)c2)n1O	45%	3%	-4%	-0.5%	0.9%[50 µM]
19	O=S(=O)(/N=C(/Nc1ccccc1)C(F)(F)F)c1ccccc1	2%	7%	5%	0.7%	0.4%[50 µM]
31	O=C(Cn1c(C(F)(F)F)nc2ccccc21)OCC(=O)c1c[nH]c2ccccc12	8%	2%	-12%	2.5%	4.6%
33	O=C(O)C1=C[C@@H](c2ccc(C(F)(F)F)cc2)C[C@@H](OCCCCO)O1	nt	17%	nt	0.1%	0.6%

No.	NS5 inhibitors	Rac1 GTP hydrolysis	NTR1 ag	NTR1 ag cell count 20 µM	West Nile virus CPE
18	3%	2%	1.2	53	1.8%
19	2%	6%	0.4	72	0.3%
31	-1%	7%	2.3	58	-0.1%
33	-1%	13%	1.6	73	0.1%
